# Assay outcomes deposited in PubChem by National Center for Advancing Translational Sciences (NCATS).
# ATXN2 expr inh: inhibitors of ATXN2 expression; actives 0.72% (n = 360,000); Potency, µM (doses to about 57 µM), inactives show at the highest dose activity change, negative = inhibition, hits mostly inhibitors; HEK-293 ATXN2-luciferase reporter, luminescence, 24 h; note: potency is the fitted concentration of half-maximal effect; % is set by controls: 0 for no effect and ±100 for the full control effect; nearly all actives have a fitted effect of over 55% in size
#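 ATXN2-luciferase reporter cells (luciferase flanked by upstream and downstream ATXN2 gene portions) were treated 24 h at 37 °C with compounds at up to 57 uM. SteadyGlo luminescence gave expression; GF-AFC fluorescence gave viability.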
# Nrf2 activator: activators of Nrf2 (ARE) signaling. AREc32 ARE-luciferase reporter (MCF7-derived line), luminescence, 24 h. Potency, µM (top dose mostly 46.1 µM), for inactives: top-dose activation, most hits filed as activators. actives 0.31% (n = 410,000); note: potency is the fitted concentration of half-maximal effect; % of control where 0% means no effect; nearly all actives have a fitted effect of over 65% in size
#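 ARE activation measured as luciferase luminescence (Steady-Glo, 30 min RT) in AREc32_Fluc cells after 24 hr compound exposure at 37 deg C, 5% CO2; cells seeded overnight at 1000/well in OPTI-MEM, 5% FBS.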
# A549 tox: A549 cytotoxicity, counter-screen for Nrf2 inhibitors. A549 ARE-Fluc cells, CellTiter-Fluor viability, 18-24 h. Potency, µM (doses to about 46 µM), inactives show at the highest dose activity change, negative = cytotoxicity, hits mostly inhibitors. actives 0.16% (n = 390,000); note: potency is the fitted concentration of half-maximal effect; % is set by controls: 0 for no effect and ±100 for the full control effect
#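 A549 ARE_Fluc cells in 5% FBS OPTI-MEM were exposed to compounds in concentration-response for 18-24 h at 37 deg C. Viability was read by CellTiter-Fluor fluorescence (Ex 405/Em 525) after 30 min, before the luciferase read.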
# ATXN viability: viability counter-screen for ATXN expression inhibitors | Potency, µM (doses to about 56.7 µM), actives largely listed as cytotoxic | S2 cells (HEK-293 line with an ATXN2-luciferase reporter) viability, CellTiter-Fluor protease fluorescence, 24 h | actives 0.49% (n = 400,000) | AID 651635; note: potency is the fitted concentration of half-maximal effect; nearly all actives have a fitted effect of over 40% in size
# IL-1B inflam inh: blocks inflammasome-driven IL-1 beta release; THP-1 LPS/ATP IL-1B secretion, AlphaLISA, 16 h; active compounds read low; activity change, % at 57.5 µM; actives 4.7% (n = 360,000); in the data active = activity change below about -50%; inconclusive = mostly about -30% to -49%; note: % is set by controls: 0 for no effect and ±100 for the full control effect
#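 THP-1 cells pretreated 1 hr with compounds (up to 57.5 uM final), then stimulated with LPS (250 ng/mL final) plus ATP (1.25 mM final); secreted IL-1B measured by AlphaLISA after 16 hr, decreased signal indicating inhibition.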
# MCF10A rereplic: DNA re-replication induction in MCF 10a cells. Potency, µM (doses to about 46.1 µM), inactives show at the top dose activity, positive = re-replication, hits mostly activators. actives 2.9% (n = 350,000). MCF 10A DNA re-replication, Hoechst nuclear intensity, 48 h. AID 624296; note: potency is the fitted concentration of half-maximal effect; % of control where 0% means no effect; nearly all actives have a fitted effect of over 50% in size
# Nrf2 inh: inhibitors of Nrf2 signaling; actives 2.1% (n = 360,000); A549 ARE-Fluc reporter, luciferase luminescence, 18-24 h; Potency, µM (top dose mostly 46 µM), without a hit: at the top dose activity change, negative = inhibition, hits mostly inhibitors; note: potency is the fitted concentration of half-maximal effect; % is set by controls: 0 for no effect and ±100 for the full control effect; nearly all actives have a fitted effect of over 60% in size
#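 A549 ARE_Fluc cells (5000/well, 5% FBS OPTI-MEM) pre-incubated 2 h, then treated with compounds 18-24 h at 37C/5% CO2 in concentration-response. CellTiter-Fluor viability read first; BugLite luciferase luminescence after 15 min at room temperature gives Nrf2 activity.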
# TGFb inhibitor: TGF-b pathway inhibition; HepG2 CAGA-GFP TGF-b/SMAD3 reporter, GFP fluorescence, 18 h; TGF-beta stimulated, 500 pg/mL final; Potency, µM (doses to about 46.1 µM), for inactives: top-dose activity, negative = inhibition, actives largely listed as inhibitors; actives 1.2% (n = 410,000); note: potency is the fitted concentration of half-maximal effect; % is set by controls: 0 for no effect and ±100 for the full control effect; nearly all actives have a fitted effect of over 65% in size
#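 Per well, imaged GFP fluorescence of HEPG2 CAGA-GFP cells gives the signal; cells get compound, then TGF-beta (500 pg/mL final), 18 h at 37 degrees C; %Activity versus -TGF-beta and +DMSO controls.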
# HepG2 viability: HepG2 cytotoxicity, counter-screen for TGF-b inhibitors; HepG2 CAGA-GFP viability, ATP luminescence, 18 h; Potency, µM (highest dose often 46.1 µM), for the others: at the highest dose activity change, negative = cytotoxicity, actives largely listed as cytotoxic; actives 0.76% (n = 410,000); note: potency is the fitted concentration of half-maximal effect; some results filed as inactive show a strong effect at the top dose
#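 CellTiter-Glo luminescence gave cytotoxicity after 18 hours at 37 degrees C. The cells were HepG2 CAGA-GFP in 1% FBS DMEM, stimulated with 500 pg/mL TGF-beta after compound addition. %Activity was normalised to no-cell wells (complete cell-killing) and DMSO (no toxicity), and curves were fitted and classified.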
# An asterisk follows results filed as active; i = inactive; u = inconclusive; x = no result given; & = joins results of further samples; [ ] = remark or other dose. Unless noted, calls come from the whole dose curve; as a rule, active = well fitted curve in the direction sought with a large enough effect; inconclusive = small, poorly fitted or top-dose-only effect, or another doubt; inactive = no such curve, though single readings can be large; an effect the other way counts as inactive or inconclusive. Rows are unselected. Share with any hit: about 8.8%.
canonical_smiles	ATXN2 expr inh	Nrf2 activator	A549 tox	ATXN viability	IL-1B inflam inh	MCF10A rereplic	Nrf2 inh	TGFb inhibitor	HepG2 viability
Cc1c(NC(=O)CSC2=C(C#N)C(c3ccccc3F)CC(=O)N2)c(=O)n(-c2ccccc2)n1C (stereo not given)	-6%	-0.6%	-1%	u	-7	9%	0%	2%	-11%
O=C(c1ccc2snnc2c1)N1CCSCC1	7%	1.9%	-4%	i	-8	-1%	8%	0%	8%
CCCCOC(=O)c1sc2nc(N3CCOCC3)c3c(c2c1N)CC(C)(C)OC3	9%	-0.3%	1%	i	-3	9%	-2%	0%	-2%
COCCCNC(=S)N1CCN(S(=O)(=O)c2ccc(OC)cc2)CC1	-5%	-0.4%	1%	i	-16	-2%	u	0%	-1%
CC1=CC(=O)Nc2ncccc2O1	x	u	x	u	10	x	x	u	-69%
Cc1cc(NC(=O)CSc2nc3ccccc3n2CC(C)C)no1	x	-0.6%	8%	i	5	-1%	0%	u	-18%
CC(CCc1ccco1)NC(=O)CCc1nnc2ccc(NCc3ccccc3)nn12 (stereo not given)	12%	0.1%	4%	u	18	-3%	-8%	11%	9%
Cc1cc(C)cc(N2C(=O)CSC23C(=O)N(CC(=O)Nc2ccc(F)cc2F)c2ccccc23)c1 (stereo not given)	4%	-0.9%	-15%	i	x	x	21%	-12%	4%
COC(=O)C1(S(=O)(=O)C2(C(=O)OC)CCCC2)CCCC1	3%	1.3%	15%	i	-8	13%	1%	16%	-16%
CCC(C)[C@H](NC(=O)N1CCN(C)CC1)C(=O)OC (stereo not given in full)	-2%	-0.3%	-2%	i	12	5%	20%	9%	6%
CC[C@@H](C)C(NC(=O)OC(C)(C)C)c1cn([C@@H](Cc2cc3ccccc3[nH]2)C(=O)N2CCN(C(=O)OC(C)(C)C)CC2)nn1 (stereo not given in full)	-34%	0.5%	-5%	u	u	14%	u	u	2%
COc1cc(-c2nnc(SCCOc3ccc(Cl)cc3C)o2)cc(OC)c1OC	-4%	9.6%	3%	i	x	x	u	0%	11µM*
O=C(COC(=O)[C@H](Cc1ccccc1)NC(=O)c1ccco1)NCc1ccccc1	x	-0.1%	2%	x	10	10%	3%	-10%	-9%
COc1ccc(OC)c(-c2csc(NC(=O)Cc3ccccc3F)n2)c1	-13%	5.1%	0%	i	-62*	21µM*	-3%	u	-27%
COc1ccc(-n2nc(C(=O)N3CCC(C#N)CC3)c3c4ccccc4n(C)c3c2=O)cc1	-4%	2.0%	-2%	i	47	-3%	0%	-5%	-3%
Nc1nnc(CC(=O)N/N=C/c2ccc(-c3ccccc3Cl)o2)s1	-21%	-0.7%	-11%	i	-22	0%	-12%	4%	0%
CCOC(=O)Cn1nnnc1C(CC)N(Cc1ccccc1)Cc1cc2cc(C)ccc2[nH]c1=O (stereo not given)	22%	1.2%	-12%	i	16	-17%	x	7%	-11%
Cn1cccc2[nH]c(=O)nc1-2	3%	0.3%	6%	i	3	-3%	-2%	5%	3%
O=C(Cn1c(SCc2ccc(F)cc2)nc2cccnc21)Nc1ccccc1F	x	1.2%	2%	x	x	x	u	u	-30%
COCCn1nnnc1C(c1ccccc1OC)N1CCN(C(=O)c2ccco2)CC1 (stereo not given)	4%	-0.3%	3%	i	13	-2%	4%	10%	1%
O=C(COC(=O)c1ccc([N+](=O)[O-])s1)Nc1ccccc1	3%	6.7%	-24%	u	17	11%	-13%	-6%	-10%
O=C(NCc1ccccc1)C1CCCN(c2cnccn2)C1 (stereo not given)	x	-1.3%	1%	i	5	2%	0%	13%	17%
Cc1cccc(OCc2ccc(-c3nc(C#N)c(N4CCC(C(N)=O)CC4)o3)o2)c1	0%	1.3%	9%	u	x	x	-26%	0%	-41%
O=C(c1ccccc1Sc1ccc([N+](=O)[O-])cc1Cl)N1CCOCC1	x	0.1%	2%	i	-72*	-3%	-27%	-26%	-2%
CC(=O)NCCNC(=O)c1oc2ccccc2c1CSc1ncn[nH]1	3%	0.2%	3%	i	-5	-1%	-5%	10%	-2%
Cc1cc2ncn(C(=O)c3c(-c4ccccc4)noc3C)c2cc1C	2%	0.2%	-5%	i	31	-9%	-13%	0%	-19%
CCOC(=O)N1CCN(C(=O)CN2C(=O)CC(C)(C)S(=O)(=O)c3ccccc32)CC1	11%	-0.1%	21%	i	4	-4%	3%	6%	7%
COc1ccc2occ(C(=O)c3ccccc3)c2c1	41%[activator]	9.2%	4%	i	-9	2%	u	-17%	-19%
CC(=O)Nc1cc(C(=O)OCC(=O)c2ccc(C)cc2)ccc1C	56%[activator]	0.6%	2%	i	0	0%	u	-2%	-23%
CCOC(=O)c1ccc(NC(=O)C2CCN(S(=O)(=O)CC)CC2)cc1	18%	-0.4%	-8%	i	-14	-4%	4%	4%	-3%
c1ccc(-c2csc3ncnc(N4CCc5ccccc5C4)c23)cc1	-14%	3.9%	2%	i	0	u	-14%	u	-17%
Cc1ccc(C2CN=NC23CCc2ccccc2C3=O)cc1 (stereo not given)	51%[activator]	5.3%	1%	i	13	u	u	-7%	-22%
COc1cc(CC(=O)NCCc2ccc(OCc3ccccc3)cc2)c([N+](=O)[O-])cc1OC	9%	0.4%	-5%	i	11	u	x	0%	-28%
Cc1cccc(NC(=O)CC2Nc3cccc4cccc(c34)NC2=O)c1 (stereo not given)	-19%	10.0%&4.3%	-3%	i	10	u	-2%&-16%	u	-43%&-26%
CC(C)n1c(SCC(=O)N2CCN(C(=O)c3ccco3)CC2)nc2c1c(=O)n(C)c(=O)n2C	1%	0.6%	0%	i	26	-9%	-19%	1%	-10%
COc1cc(C2c3cc4c(cc3OC(C)(N3CCCC3)C2C)OCO4)cc(OC)c1OC (stereo not given)	9%	0.2%	u	u	20	0.65µM*	27%	-15%	-3%
O=C(On1c(-c2ccccc2)nc2ccccc2c1=O)c1ccco1	u	5.2%	-1%	u	-25	u	-8%	-7%	-23%
CC(C)NC(=O)N(C)C[C@H]1Oc2c(NC(=O)C3CC3)cccc2C(=O)N([C@H](C)CO)C[C@@H]1C	8%	-0.6%	2%	i	16	15%	30%	-2%	7%
Cc1ccc(C(=O)C[n+]2ccc(-c3nnc4n3CCC4)cc2)cc1	-13%	0.4%	0%	i	29	-47%[inhibitor]	-4%	13%	5%
CCC1CCC2(CC1)SCC(=O)N2c1ccccc1 (stereo not given)	-28%	0.5%	3%	i	-2	2%	-13%	0%	-23%
CCOC(=O)[C@]12CCC=C1N(Cc1cccc3ccccc13)C(=O)[C@H](CC(=O)N1CCSCC1)C2	-4%	-0.8%	x	i	-11	x	x	x	x
COc1ccccc1-c1nnc(NC(=O)c2ccc(S(=O)(=O)N(C)C)cc2)o1	-23%	-0.1%	-25%	i	7	10%	u	-12%	-48%
COc1ccc(NC(=O)c2cc(C3CCCCN3C(=O)OCc3ccccc3)on2)c(C)c1 (stereo not given)	3%	3.4%	x	i	-27	x	x	-7%	-22%
CCCCN1C[C@H](C)[C@@H](CC(=O)Nc2ccc(OC)cc2)C1=O	0%	-0.6%	x	i	-4	x	x	9%	-2%

# In the list so far, 7 contain a halogen:
canonical_smiles	ATXN2 expr inh	Nrf2 activator	A549 tox	ATXN viability	IL-1B inflam inh	MCF10A rereplic	Nrf2 inh	TGFb inhibitor	HepG2 viability
Cc1c(NC(=O)CSC2=C(C#N)C(c3ccccc3F)CC(=O)N2)c(=O)n(-c2ccccc2)n1C (stereo not given)	-6%	-0.6%	-1%	u	-7	9%	0%	2%	-11%
Cc1cc(C)cc(N2C(=O)CSC23C(=O)N(CC(=O)Nc2ccc(F)cc2F)c2ccccc23)c1 (stereo not given)	4%	-0.9%	-15%	i	x	x	21%	-12%	4%
COc1cc(-c2nnc(SCCOc3ccc(Cl)cc3C)o2)cc(OC)c1OC	-4%	9.6%	3%	i	x	x	u	0%	11µM*
COc1ccc(OC)c(-c2csc(NC(=O)Cc3ccccc3F)n2)c1	-13%	5.1%	0%	i	-62*	21µM*	-3%	u	-27%
Nc1nnc(CC(=O)N/N=C/c2ccc(-c3ccccc3Cl)o2)s1	-21%	-0.7%	-11%	i	-22	0%	-12%	4%	0%
O=C(Cn1c(SCc2ccc(F)cc2)nc2cccnc21)Nc1ccccc1F	x	1.2%	2%	x	x	x	u	u	-30%
O=C(c1ccccc1Sc1ccc([N+](=O)[O-])cc1Cl)N1CCOCC1	x	0.1%	2%	i	-72*	-3%	-27%	-26%	-2%
